High-throughput results as filed in PubChem.
TLR4-MyD88 BLA = inhibitors of TLR4-MyD88 association in cells, primary screen, cell-based, HeLa CL3-4, BLA complementation, FRET ratio | Toll-like receptor 4 (Homo sapiens) + Myeloid differentiation primary response protein … | HeLa CL3-4 TLR4/MyD88 BLA complementation | inhibition, % at 8.4 µM | 0.18% of 200,000 active | AID 861, 2007; in the data active = inhibition above about 25%;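 also: 0% = vehicle and 100% = reference inhibitor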
FLuc stim CS = FLuc activators, initial screening, artefact control for FLuc-dependent activation tests, biochemical, ATPlite luminescence; Luciferin 4-monooxygenase (Photinus pyralis), P08659; ATPlite luciferase biochemical, 10 min; 0 = ATP-free wells, 1 = DMSO control; activation factor at 10 µM; 200,000 tested, under 10 active; AID 1027, 2008;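 active = luciferase activation factor, scaled between plate controls, of at least 2 with compound at 10 µM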
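Assay system – cell-free luciferase reagent · Medium – PBS-based ATP solution · Dosing – test compounds dosed from 2 mM stocks in 100% DMSO · Timing – 10 min, room temperature · Technique – light output (luminescence) · Measure – luminescence gain marking luciferase activators · Controls – No-ATP low control, compound-free enzyme-plus-ATP high control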
APP transl inh = inhibitors of APP translation via 5'UTR reporter, primary screen, APP 5'UTR luciferase, SH-SY5Y cells; SH-SY5Y APP 5'UTR-luciferase reporter, luminescence; inhibition, % at 2 µM; 0.82% of 190,000 active;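 active = inhibition above a set limit, derived from the sample mean plus 3 SD, cut at about 45% in these data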; also: values of inactives mirror those of a sister screen read the other way
G6PDH counter = L. mesenteroides G6PDH inhibitors, counter-screen for G6PDH-coupled screening assays, biochemical, Leuconostoc mesenteroides enzyme | glucose-6-phosphate dehydrogenase [Leuconostoc mesenteroides] | Purified L. mesenteroides G6PDH, diaphorase/resazurin coupled fluorescence, 45 min | inhibition, % at 5 µM | 0.12% of 200,000 active | AID 1020, 2008; in the data active = inhibition above about 50%
STAT1 activator = STAT1 signaling activators, primary screen, cell-based, HTS, luciferase reporter; activation (% of control), % at 5.5 µM; AID 932, 2007; NIH 3T3 STAT1-luciferase reporter, IFN-gamma, luminescence; 100% = IFN-gamma alone, no compound; 2.6% of 200,000 active;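 active = activation above the screen-wide mean activation plus 3 SD, cut at about 130% in these data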;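 also: raw ratio to IFN-gamma control signal so 100% means no change and 0% no light; values of inactives mirror those of a sister screen read the other way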
FLuc inh counter = firefly luciferase enzyme inhibitors, primary screen, artefact control for luciferase-based inhibitor screens, biochemical, luminescence, ATPLite; 10 min; 1.5% of 200,000 active; AID 1006, 2008; Luciferin 4-monooxygenase (Photinus pyralis), P08659; inhibition, % at 10 µM;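 active = inhibition above about 50% when tested at 10 µM, limit read from the data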
Diaphorase inh = diaphorase inhibitors and chemical oxidizers, primary screen, counter-screen for diaphorase-coupled primary assays, biochemical, uHTS, resorufin fluorescence. diaphorase resazurin-to-resorufin fluorescence, NADH, 16 min; bacterial (C. kluyveri) enzyme, not human. inhibition, % at 20 µM. 0.69% of 190,000 active;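 active = primary screen inhibition at 20 µM above a set limit, cut at about 50% in these data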;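 also: plate controls were DMSO with full reaction for no effect and wells lacking NADH for full effect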
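Detection: fluorescence of resorufin formed from resazurin, Ex 544/Em 590 nm; test system: Clostridium kluyveri diaphorase enzyme; amount: 0.14 U/mL diaphorase, enzyme working solution; times: 16-min room-temperature incubation before reading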
NF-kB expr up = activators of NF-kB expression in neurons, primary screen, cell-based, HTS. 1.6% of 190,000 active. fold change at 12.5 µM. human neuronal cells, NF-kB reporter expression; stronger effect = higher value; in the data active = fold change above about 3.3
Diaphorase act = compounds boosting diaphorase resazurin reduction – biochemical, uHTS, resorufin fluorescence, counter-screen for diaphorase-coupled primary assays, primary screen. Diaphorase/resazurin coupled assay, 16 min; stronger effect = higher value; 1 = vehicle wells, 0 = NADH-free wells. activation factor at 20 µM. 0.005% of 190,000 active. AID 1229, 2008;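 active = diaphorase activity raised at least twofold by the compound at 20 µM; inactive = activation factor below 2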
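Material: bacterial diaphorase enzyme (C. kluyveri); amount: enzyme 0.07 U/mL final; reagent: NADH substrate 0.114 mM plus resazurin dye 0.1 mM, final; doses: single compound dose of 20 µM, 1% DMSO final; timing: 16 min enzyme reaction, ambient temperature; measured by: fluorescence of resorufin, 544 nm excitation, 590 nm emission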
APP 5'UTR act = activators of APP 5'UTR luciferase reporter, primary screen, SH-SY5Y cells; 1% of 190,000 active; SH-SY5Y APP 5'UTR luciferase reporter, luminescence; zero percent = DMSO vehicle wells; AID 1276, 2008; activation, % at 2 µM;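 active = activation above a set limit, based on mean plus 3 SD of controls, cut at about 140% in these data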; also: values of inactives mirror those of a sister screen read the other way
The depositor's hits bear a star; · = not tested or not shown.

1. Cc1cc([N+](=O)[O-])c(C)cc1-c1ccc(/C=N/NC(=O)c2cccnc2)o1
2. O=C(CCc1n[nH]c(=O)[nH]c1=O)N/N=C/c1ccc(Br)o1
3. CCOC(=O)c1nnc(-c2ccccc2)[nH]c1=O
4. C=CCOC(=O)C1=C(C)Nc2ncnn2C1c1cc(Br)ccc1F (stereo not drawn)
5. O=C(NCCN1CCN(c2ccccc2)CC1)C1CCN(S(=O)(=O)N2CCOCC2)CC1
6. Cc1ccc(-n2c(Cc3cccn3C)nnc2SCC(=O)NCc2ccco2)cc1
7. O=C(OCc1nnc(-c2ccccc2)o1)c1cc(Cl)ccc1[N+](=O)[O-]
8. Cc1ccc(CSc2nnc(CS(=O)Cc3ccc(Cl)cc3Cl)n2C)cc1 (stereo not drawn)
Compound,1,2,3,4,5,6,7,8
TLR4-MyD88 BLA,-4,-3,-10,1,3,4,2,-6
FLuc stim CS,1,1.1,0.9,1,1.1,1,1,1
APP transl inh,8,-6,-11,-7,-14,-10,-8,22
G6PDH counter,5,0,1,3,8,0,8,-9
STAT1 activator,106,111,105,95,102,92,95,95
FLuc inh counter,-2,-7,8,-3,-9,0,-1,0
Diaphorase inh,27,-1,21,6,5,4,0,17
NF-kB expr up,0.65,1.1,1.3,0.92,0.89,1.1,1.4,0.78
Diaphorase act,0.7,1,0.8,0.9,0.9,1,1,0.8
APP 5'UTR act,-8,6,11,7,13,10,9,-22

Some of the entries so far, field by field.
(6) Cc1ccc(-n2c(Cc3cccn3C)nnc2SCC(=O)NCc2ccco2)cc1
- TLR4-MyD88 BLA: 4
- FLuc stim CS: 1
- APP transl inh: -10
- G6PDH counter: 0
- STAT1 activator: 92
- FLuc inh counter: 0
- Diaphorase inh: 4
- NF-kB expr up: 1.1
- Diaphorase act: 1
- APP 5'UTR act: 10
(7) O=C(OCc1nnc(-c2ccccc2)o1)c1cc(Cl)ccc1[N+](=O)[O-]
- TLR4-MyD88 BLA: 2
- FLuc stim CS: 1
- APP transl inh: -8
- G6PDH counter: 8
- STAT1 activator: 95
- FLuc inh counter: -1
- Diaphorase inh: 0
- NF-kB expr up: 1.4
- Diaphorase act: 1
- APP 5'UTR act: 9

Continuation.
9. CC(C)Oc1cccc(C(=O)C2CCCN(Cc3cnn(C(C)C)c3)C2)c1 (stereo not drawn)
10. C=CCn1c(Br)nc2c1c(=O)[nH]c(=O)n2C
11. Cc1cc(C)c(S(=O)(=O)N(CC(=O)O)CC(=O)O)c(C)c1
12. CCOc1ccc(C(CCc2ccccc2)NC(=O)c2ccccc2)cc1OCC (stereo not drawn)
13. Cc1ccc(S(=O)(=O)/N=S(/C)c2ccccc2)cc1 (stereo not drawn)
14. COc1ccc(/C=C(/CC(=O)Nc2ccccc2)c2nc3ccccc3s2)cc1
15. CCCCC(CC)C(=O)NCCCN1CCN(CCCNC(=O)C(CC)CCCC)CC1 (stereo not drawn)
16. COC(=O)c1ccc(NC(=O)COC(=O)c2cccc3c(=O)c(C)c(-c4ccccc4)oc23)cc1
Compound,9,10,11,12,13,14,15,16
TLR4-MyD88 BLA,-10,2,5,-5,1,8,-13,4
FLuc stim CS,1.1,1.1,1.1,1.1,1.1,0.9,1,1
APP transl inh,-6,4,·,-18,-6,-41,8,-20
G6PDH counter,19,-4,13,-4,4,-18,6,-28
STAT1 activator,89,114,102,96,96,93,95,95
FLuc inh counter,-6,-8,-5,-6,-8,5,-4,-4
Diaphorase inh,4,15,-18,17,-23,14,20,16
NF-kB expr up,·,1.3,1.2,1,1.1,0.89,1.3,0.72
Diaphorase act,1,0.9,1.2,0.8,1.2,0.9,0.8,0.8
APP 5'UTR act,6,-4,·,18,6,41,-8,20

An excerpt of the results above, as a working copy:
8. Cc1ccc(CSc2nnc(CS(=O)Cc3ccc(Cl)cc3Cl)n2C)cc1 (stereo not drawn)
9. CC(C)Oc1cccc(C(=O)C2CCCN(Cc3cnn(C(C)C)c3)C2)c1 (stereo not drawn)
10. C=CCn1c(Br)nc2c1c(=O)[nH]c(=O)n2C
11. Cc1cc(C)c(S(=O)(=O)N(CC(=O)O)CC(=O)O)c(C)c1
12. CCOc1ccc(C(CCc2ccccc2)NC(=O)c2ccccc2)cc1OCC (stereo not drawn)
13. Cc1ccc(S(=O)(=O)/N=S(/C)c2ccccc2)cc1 (stereo not drawn)
14. COc1ccc(/C=C(/CC(=O)Nc2ccccc2)c2nc3ccccc3s2)cc1
15. CCCCC(CC)C(=O)NCCCN1CCN(CCCNC(=O)C(CC)CCCC)CC1 (stereo not drawn)
16. COC(=O)c1ccc(NC(=O)COC(=O)c2cccc3c(=O)c(C)c(-c4ccccc4)oc23)cc1
Compound,8,9,10,11,12,13,14,15,16
TLR4-MyD88 BLA,-6,-10,2,5,-5,1,8,-13,4
FLuc stim CS,1,1.1,1.1,1.1,1.1,1.1,0.9,1,1
APP transl inh,22,-6,4,·,-18,-6,-41,8,-20
G6PDH counter,-9,19,-4,13,-4,4,-18,6,-28
STAT1 activator,95,89,114,102,96,96,93,95,95
FLuc inh counter,0,-6,-8,-5,-6,-8,5,-4,-4
Diaphorase inh,17,4,15,-18,17,-23,14,20,16
NF-kB expr up,0.78,·,1.3,1.2,1,1.1,0.89,1.3,0.72
Diaphorase act,0.8,1,0.9,1.2,0.8,1.2,0.9,0.8,0.8
APP 5'UTR act,-22,6,-4,·,18,6,41,-8,20

Continuation:
17. COc1ccc(CCn2c(=N)c(C(=O)NCc3ccco3)cc3c(=O)n4cccc(C)c4nc32)cc1
18. O=S(=O)(Nc1ccc2c(c1)OCO2)c1ccccc1
19. O=C(Nc1ccc(F)cc1)NC1CCN(Cc2nnnn2Cc2ccco2)CC1
20. Cc1cc(C(=O)Nc2ccc(N3CCCC3)c(Cl)c2)ccc1[N+](=O)[O-]
21. O=C(COc1ccccc1Cl)N(Cc1ccco1)C1CCS(=O)(=O)C1 (stereo not drawn)
22. Cc1ccc(SC(CC(=O)c2ccc(C)cc2)C(=O)O)cc1 (stereo not drawn)
23. O=C(CSc1nnc(-c2ccccc2)c(-c2ccccc2)n1)N1CCOCC1
24. CCOc1ccc(C(=O)Nc2ccc(NC(=O)c3ccco3)c(Cl)c2)cc1Cl
25. CCN(CC)CCN1C(=O)C(=O)/C(=C(/O)c2cnn(-c3ccccc3)c2C)C1c1ccc(C)o1 (stereo not drawn)
Compound,17,18,19,20,21,22,23,24,25
TLR4-MyD88 BLA,6,3,-1,15,-7,-19,-3,3,0
FLuc stim CS,1,1,1,1.1,1.1,1,1,1.1,0.9
APP transl inh,-8,8,-8,-41,-4,10,3,23,-64
G6PDH counter,3,3,4,-21,5,3,5,10,2
STAT1 activator,108,95,95,106,96,101,97,94,118
FLuc inh counter,-3,-4,-3,-6,-12,-4,-3,-7,8
Diaphorase inh,8,-1,14,14,8,12,22,5,19
NF-kB expr up,1.1,1.2,1.2,1.8,1,1.1,1.3,1.4,1.5
Diaphorase act,0.9,1,0.9,0.9,0.9,0.9,0.8,0.9,0.8
APP 5'UTR act,8,-8,8,41,4,-11,-3,-23,64
